# Screening results deposited in PubChem BioAssay by National Center for Advancing Translational Sciences (NCATS).
# Shiga toxin inh: blocks Shiga toxin action in Vero cells; AID 2315; inhibition, % at 38.7 µM; actives 9.2% (n = 290,000); Vero cells, Shiga toxin protein synthesis inhibition reporter; in the data active means inhibition mostly above about 28%, no sharp cut-off; inactive means mostly below about 43%; further: 0% is about no effect
# Cycloheximide cs: counter-screen for Shiga toxin inhibitors: cycloheximide protein synthesis inhibition | max response, % | cell reporter, cycloheximide protein synthesis inhibition counterscreen | actives 12% (n = 300,000) | AID 2314; in the data active means max response mostly above about 13%, no sharp cut-off; inactive means mostly below about 14%; further: read at 38.3 µM for the half of the compounds with a filed dose; 0% is about no effect
# Pf growth 48h: inhibits P. falciparum growth in the first generation, 48 h | P. falciparum luciferase growth in erythrocytes, 48 h | Potency, µM (top dose mostly 28.7 µM), inactives show at the highest dose activity change, negative = inhibition, usual class: inhibitors | actives 5.9% (n = 310,000) | AID 504832; further: potency means the concentration at half of the fitted maximal effect; on the % scale 0 is the no-effect control and ±100 the full control effect
#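 A one-generation exposure of luciferase-tagged malaria parasites in RPMI 1640/Albumax erythrocyte culture, 37 C and 5% CO2. Inhibition is inferred from decreased luminescence after adding detection reagent.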
# LmPK inhibitor: blocks Leishmania mexicana pyruvate kinase activity. Q27686. purified LmPK, Kinase-Glo ATP luminescence, 1 h. Potency, µM (series often up to 57.5 µM), for inactives: at the highest dose activity change, negative = inhibition, hits mostly inhibitors. actives 0.37% (n = 290,000); further: potency means the concentration at half of the fitted maximal effect; on the % scale 0 is the no-effect control and ±100 the full control effect
# Target sequence (Q27686 whole entry, looked up): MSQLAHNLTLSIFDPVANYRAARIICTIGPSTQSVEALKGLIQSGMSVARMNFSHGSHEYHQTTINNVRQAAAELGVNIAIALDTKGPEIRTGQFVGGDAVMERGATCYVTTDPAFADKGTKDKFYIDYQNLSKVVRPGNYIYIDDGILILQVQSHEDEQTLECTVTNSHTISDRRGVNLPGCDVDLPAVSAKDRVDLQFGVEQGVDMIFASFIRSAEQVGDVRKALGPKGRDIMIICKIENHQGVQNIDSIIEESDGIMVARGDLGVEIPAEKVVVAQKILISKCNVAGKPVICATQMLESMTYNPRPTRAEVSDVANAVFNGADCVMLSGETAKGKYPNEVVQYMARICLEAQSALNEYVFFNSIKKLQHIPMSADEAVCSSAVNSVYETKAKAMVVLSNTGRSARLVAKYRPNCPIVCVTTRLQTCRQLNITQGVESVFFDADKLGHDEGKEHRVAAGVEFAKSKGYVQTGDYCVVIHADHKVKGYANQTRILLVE
#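 ATP generated from ADP (0.1 mM) and PEP (0.5 mM) by 0.1 nM LmPK over 1 h at room temperature (pH 7.2 imidazole buffer) was detected by coupled luciferase luminescence. Values were normalized to uninhibited and no-enzyme wells.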
# Pf growth 96h: P. falciparum growth inhibition at 96 hours; P. falciparum luciferase reporter growth, 96 h; Potency, µM (titrated, usually from 28.7 µM), for inactives: top-dose activity change, negative = inhibition, most hits filed as inhibitors; actives 6.9% (n = 320,000); AID 504834; further: potency means the concentration at half of the fitted maximal effect; on the % scale 0 is the no-effect control and ±100 the full control effect
#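 Compounds incubated with erythrocytes infected by luciferase-expressing P. falciparum (2% hematocrit, 0.05% parasitemia final) for 96 hours, 37 C in 5% CO2. Growth inhibition scored as decreased luciferase luminescence.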
# HCV inhibitor: HCV inhibition; Potency, µM (highest dose often 41.8 µM), for the others: top-dose activity change, negative = inhibition, usual class: inhibitors; actives 3.4% (n = 340,000); Huh7.5.1 HCVcc-Cre infection, luciferase reporter, 44 h; AID 651820; further: potency means the concentration at half of the fitted maximal effect; on the % scale 0 is the no-effect control and ±100 the full control effect
#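 Antiviral activity was scored by luciferase reporter output from cells infected with HCVcc-Cre (~0.5 moi) in presence of compound, 44 h infection period, cells seeded 1,000/well 4 h prior.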
# Tb PYK inh: T. brucei pyruvate kinase inhibition; Q57TT1; TbPYK enzyme, Kinase-Glo Plus ATP luminescence, 45 min; Potency, µM (titrated, usually from 76.8 µM), for inactives: at the highest dose activity, negative = inhibition, hits mostly inhibitors; actives 0.12% (n = 410,000); AID 624173; further: potency means the concentration at half of the fitted maximal effect; on the % scale 0 is the no-effect control and ±100 the full control effect; nearly all actives have a fitted effect of over 50% in size
#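 Assay buffer: 50 mM TEA pH 7.2, 100 mM KCl, 10 mM MgCl2, 0.05% BSA, 0.01% Tween-20. Pyruvate kinase from T. brucei plus substrate met compound, then ADP (130 uM final). Luminescence was read post 45 min RT.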
# The depositor's hits bear a star; ? = inconclusive; nt = not tested or not shown; [ ] = remark or other dose. Unless noted, the call rests on the fitted dose curve; in most records, active means well fitted curve in the direction sought with a large enough effect; inconclusive means small, poorly fitted or top-dose-only effect, or another doubt; inactive means no such curve, though single readings can be large; an effect the other way counts as inactive or inconclusive. No enrichment for hits; about 24% have a hit in one of these screens.
canonical_smiles,Pf growth 96h,Pf growth 48h,Tb PYK inh,LmPK inhibitor,Shiga toxin inh,Cycloheximide cs,HCV inhibitor
COCCNC(=S)N/N=C(\C)c1ccc(Cl)c(Cl)c1Cl,?,-18%,6%,7%,16,-4,?
CCN1CCCc2cc(CN(CCN3CCOCC3)C(=S)Nc3ccc(C)cc3)ccc21,-16%,?,1%,0%,-3,13,-21%
Cc1ccc(NC(=O)Nc2nnc(Cc3ccc([N+](=O)[O-])cc3)s2)cc1C,?,?,-7%,2%,31,18*,?
COC(=O)[C@@H]1CC2=CC(=O)CC[C@]2(C)[C@@]23O[C@@H]2C[C@@]2(C)[C@@H](CC[C@@]24CCC(=O)O4)[C@H]13,?,?,-8%,nt,nt,nt,nt
C1=CCC(/C=N/n2cnnc2)CC1 (stereo unspecified),-8%,-14%,2%,-2%,-22,-2,13%
C=CCn1c(SCC(=O)Nc2ccc(N(C)C)cc2)nnc1-c1cccc(C)c1,nt,25%,-17%,4%,54,16,-12%
COCC(=O)Nc1nnc(COc2ccc(Cl)cc2)s1,16%,18%,-6%,4%,73*,20*,12%
Cc1ccc(S(=O)(=O)Nc2cc3c(C(=O)O)c(C)oc3c3ccccc23)c(C)c1,1%,12%,4%,9%,-4,-6,5%
CC1(C)CC(=O)C=C(c2ccc3ccccc3c2)C1,21%,-1%,-2%,nt,nt,nt,-22%
CCC(C(=O)OCC(=O)Nc1ccc(C)c(S(=O)(=O)N2CCOCC2)c1)c1ccccc1 (stereo unspecified),?,?,-1%,nt,nt,nt,-18%
CN(C)S(=O)(=O)N1CCC(Oc2ccc(C(=O)NC3CCOC(C)(C)C3)cc2)CC1 (stereo unspecified),?,2%,0%,-19%,-3,-7,1%
COCc1nc2ccccc2n1CCCOc1ccccc1,nt,?,-3%,-2%,-6,-1,-12%
O=C(NC1CCCC1)C(c1ccccc1)N(Cc1ccco1)C(=O)Cc1cccs1 (stereo unspecified),7%,-9%,-1%,10%,-12,-3,3%
N#C/C(=C\c1c(N2CCCCCC2)nc2ccccn2c1=O)C(=O)NCc1ccco1,?,?,-1%,7%,41,38*,?
COc1ccc2c(c1)cc(C(=O)N[C@@H](CCSC)C(=O)N1CCC(C(=O)O)CC1)n2C,2%,13%,4%,2%,-7,1,11%
COc1cc(NS(=O)(=O)c2ccc(N/C=C(\C=O)c3nc4cc(Cl)ccc4o3)cc2)nc(OC)n1,1%,-17%,-7%,7%,5,9,-14%
COc1cc2c(cc1OC)CN(C(=O)c1ccc(N3CCCC3)c([N+](=O)[O-])c1)CC2,?,?,1%,nt,nt,nt,?
CCn1c(=O)c(-c2ccccc2)c(O)c2ccccc21,15%,0%,-16%,-1%,25,12,-3%
O=C(CCNC(=O)c1ccccc1Cl)OCC(=O)c1ccccc1,47%,-7%,2%,1%,29,9,5%
CCOC(=O)c1cnn(-c2nc(-c3cccc(F)c3)cs2)c1C(F)(F)F,65%[activator],48%[activator],0%,-3%,22,1,-18%
Cc1ccc(OCC(O)Cn2c(N3CCCCC3)nc3c2c(=O)[nH]c(=O)n3C)cc1C (stereo unspecified),-4%,-20%,1%,7%,-1,-2,-28%
CCCc1nc2sc3c(c2c(=O)n1NC(=O)CCCl)CCCC3,?,nt,-6%,7%,-7,-2,?
COc1ccc(CCC(=O)Nc2cc(S(=O)(=O)N3CCOCC3)ccc2OC(C)C)cc1,?,?,13%,nt,nt,nt,-10%
CCOc1ccc(N2C(=O)CC(SCCN)C2=O)cc1 (stereo unspecified),-10%,134%[activator],0%,-28%,76*,31*,10%
COC(=O)c1cn(C(=O)c2ccc(C)c(C)c2)c2ccccc12,0%,11%,-3%,0%,-10,0,-13%

# Some of the entries above in a different format:
C1=CCC(/C=N/n2cnnc2)CC1 (stereo unspecified)
  Pf growth 96h: -8% | Pf growth 48h: -14% | Tb PYK inh: 2% | LmPK inhibitor: -2% | Shiga toxin inh: -22 | Cycloheximide cs: -2 | HCV inhibitor: 13%

C=CCn1c(SCC(=O)Nc2ccc(N(C)C)cc2)nnc1-c1cccc(C)c1
  Pf growth 96h: nt | Pf growth 48h: 25% | Tb PYK inh: -17% | LmPK inhibitor: 4% | Shiga toxin inh: 54 | Cycloheximide cs: 16 | HCV inhibitor: -12%

# (more compounds)
canonical_smiles,Pf growth 96h,Pf growth 48h,Tb PYK inh,LmPK inhibitor,Shiga toxin inh,Cycloheximide cs,HCV inhibitor
COc1cc(/C=C/C(=O)O)cc(S(=O)(=O)NCCCO)c1OC,-3%,38%[activator],-10%,0%,-10,-3,19%
COC(=O)c1sc(NC(=O)c2cccc([N+](=O)[O-])c2)c(C(N)=O)c1C,-8%,23%,4%,2%,8,-2,?
CCOC(=O)c1ccc(NC(=O)CS(=O)(=O)c2cn(CC)c3ccccc23)cc1,23%,-21%,1%,5%,-12,2,14µM*
Cc1cc(C(=O)NCCC2=CCCCC2)ccc1[N+](=O)[O-],43%[activator],63%[activator],-25%,0%,96*,49*,2%
Cc1cc(F)ccc1N1CCC(N2CCN(C)C(CCO)C2)CC1 (stereo unspecified),0%,10%,1%,12%,nt,-2,-8%
COC(=O)Nc1ccc(S(=O)(=O)N2CCCC(C(=O)N3CCCCC3)C2)cc1 (stereo unspecified),?,6%,0%,9%,-6,5,9%
Nc1nc2c(s1)CCCCCCCCCC2,?,-18%,2%,3%,2,-1,13%
OCCN(CC#CC(O)(c1ccccc1)C1CCCCC1)CCO (stereo unspecified),-17%,-12%,2%,-1%,-4,-2,18%
Cc1cccc(CC(=O)OCn2nnc3ccccc3c2=O)c1,-3%,-1%,4%,-3%,-3,-2,11%
O=C(CN1CCN(S(=O)(=O)c2ccc(Cl)cc2)CC1)N1CCCC1,5%,1%,-1%,nt,nt,nt,17%
CCCCNS(=O)(=O)c1ccc2nc(SCC(=O)c3ccc(C#N)cc3)[nH]c2c1,?,?,-18%,-4%,5,-4,-13%
Cc1cc(C)c(NC(=O)Nc2ccc3c(c2)OCO3)c(C)c1,69%[activator],2%,-2%,4%,82*,37*,0%
Cc1cc(-c2cc(C(=O)NCc3ccccc3)on2)nc(NC2CCCC2)n1,?,?,0%,-2%,-6,-1,?
Cn1nc(-c2ccc(C(=O)Nc3cccc(Cl)c3)cc2)c2ccccc2c1=O,3.3µM*,nt,-3%,1%,-2,-3,-21%
Cc1cc(C(C)(C)C)ccc1OCCN(C)C,nt,-7%,-12%,7%,-18,-1,6%
O=[N+]([O-])c1ccc(C[n+]2cccc3ccc4cccnc4c32)cc1,?,0.26µM*,?,1%,12,-1,?
CCOC(=O)c1ccc(NC(=O)c2nc[nH]c2C(=O)NC)cc1,14%,-7%,1%,1%,-4,1,?
c1csc(C(c2nnnn2C2CCCCC2)N2CCN(c3nc4ccccc4s3)CC2)c1 (stereo unspecified),7%,?,4%,7%,17,7,11%
COc1ccccc1CCNC(=O)c1cc(-c2ccccn2)nc2ccccc12,?,12%,0%,nt,nt,nt,11µM*
CCOCCCNS(=O)(=O)c1ccc(NC(=O)N2c3ccccc3Sc3ccccc32)cc1,12µM*,?,0%,2%,-9,3,?
CCOc1ccc(NC(=O)Nc2cc(C(C)C)c(O)cc2C)cc1,-13%,-5%,0%,-2%,-1,1,-29%
COc1ccc2nc(NC(=O)CN(C)S(=O)(=O)c3cccs3)sc2c1,?,-22%,2%,-2%,58*,23*,?
O=C(NCCc1ccccc1)C(=O)NCC1OCCN1S(=O)(=O)c1ccc(F)cc1 (stereo unspecified),31%[activator],23%,0%,-3%,11,0,-3%
CCN(CC)S(=O)(=O)c1cccc(NC(=O)C(=O)c2c(-c3ccccc3)cc3ccccn23)c1,7.4µM*,nt,-1%,5%,-12,-7,?
COc1ccc(NC(=O)COc2ccc(-n3cnnn3)cc2)cc1OC,?,4%,-15%,nt,nt,nt,?
Cc1ccc(S(=O)(=O)N2CCN(C(=O)COC(=O)CSc3cc(C)ccc3C)CC2)c(C)c1,-21%,-28%,-2%,nt,nt,nt,20%
CCCN=Cc1ccc(O)cc1,0%,15%,1%,2%,16,-7,2%
CCCCOc1ccc(CC2CCC(=O)NC2=O)cc1 (stereo unspecified),44%[activator],8%,3%,-12%,3,13*,1%
CC(=O)c1c(C)[nH]c(C(=O)NCc2ccc(F)cc2)c1C,10%,2%,-1%,1%,34,3,-7%
O=C(O)c1ccc2c(=O)n3c(nc2c1)/C(=C/c1ccccc1OC(F)F)CC3,-3%,-27%,-9%,-1%,-8,4,-19%
Cc1ccc(C(=O)N2CCN(CCNC(=O)C(=O)Nc3ccc(Cl)cc3)CC2)cc1,6%,4%,1%,0%,-10,-1,-13%
Cc1ccc(CCN2CC(C(=O)NC(C)C)CC2=O)cc1 (stereo unspecified),-9%,5%[0.00184 µM],-2%,0%,-7,-7,20%
O=C1NC(=O)C(CCc2ccncc2)(Cc2ccc3c(c2)OCO3)C(=O)N1CCc1ccccc1 (stereo unspecified),?,nt,nt,-2%,9,-1,-10%
N#Cc1ccc(CN(c2ccncc2)S(=O)(=O)c2ccccc2)cc1,-1%,-29%,7%,-5%,-6,-7,10%
Cc1cccc(C)c1NC(=S)N1CC(C)OC(C)C1 (stereo unspecified),-9%,57%[activator],-2%,-3%,11,-2,18%
O=C1NC(NS(=O)(=O)c2ccccc2)(C(F)(F)F)C(=O)N1Cc1cccnc1 (stereo unspecified),-23%,40%[activator],2%,-3%,-15,-2,17%
NC(=O)[C@H](Cc1cc2ccccc2s1)NC(=O)[C@@H]1CC2(CC(c3cccc(NC(=O)[C@@H]4CCC(=O)N4)c3)=NO2)CN1C(=O)/C=C/c1c(F)cccc1Cl (stereo partly specified),2.9µM*,4.1µM*,-7%,3%,-4,2,-11%
O=C(NC1CC1)c1ccc(CS(=O)(=O)c2c(Cl)cccc2Cl)o1,26%,nt,-4%,2%,28,-2,11%
O=C1CC(c2ccco2)CC(O)=C1C=Nc1cc(Cl)ccc1O (stereo unspecified),?,9.3µM*,-3%,6%,24,11,-2%
Cc1ccc2c(cnn2C(=O)CCC(=O)NCc2ccccc2Cl)c1,20%,31%[activator],-20%,2%,-4,3,0%
COC(=O)C1=C(C)N(C(C)c2ccccc2)C(=O)/C1=C\c1ccco1 (stereo unspecified),?,?,-10%,9%,-7,12,-28%
N#Cc1c(SCc2ccccc2)sc(C(=O)c2ccccc2)c1N,?,nt,-5%,3%,-8,-2,8%
COC(=O)C1=C(C)N(C)C(C)=C(C(=O)OC)C1c1ccc(C(=O)OC)cc1,?,-12%,-4%,0%,26,0,3%
C=CCN(C(=O)c1csnn1)C(C(=O)NC1CCCC1)c1ccccc1 (stereo unspecified),?,3%,-1%,0%,-12,-3,8%
O=C(CSc1nnc(-c2c[nH]c3ccccc23)o1)N(Cc1ccccc1)c1ccc(F)cc1,?,7.4µM*,5%,4%,23,7,?
